Dengue-2 NS5 capping: Dengue-2 NS5 methyltransferase inhibitors, primary screen, biochemical, confirmation dose response (AID 588689) | Dengue-2 NS5 methyltransferase capping enzyme assay, biochemical; higher % means a stronger effect | one-dose inhibition, % at 25 µM; IC50 in µM for titrated hits | hit rate 0.3% among 340,000 | Genome polyprotein (Dengue virus type 2 (strain 16681-PDK53)); in the data active = a potency from the dose series
GPR55 antagonists: GPR55 antagonists blocking LPI-driven arrestin recruitment, primary screen, imaging, U2OS, beta-arrestin-GFP, LPI agonist (AID 2013); G-protein coupled receptor 55 (Homo sapiens); hit rate 0.13% among 290,000; one-dose inhibition, % at 10 µM; IC50 in µM for titrated hits; U2OS GPR55 beta-arrestin-GFP translocation imaging, LPI antagonism; higher % means a stronger effect;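 active = spots per cell inhibited over 60%, with over 100 cells counted and total cytoplasm intensity under 500,000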;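 note: U2OS cells stably carrying GPR55 and arrestin-GFP stimulated by 5 µM LPI near EC80; imaged beta-arrestin-GFP aggregate spots per cell after agonist stimulation; plate controls were LPI-stimulated DMSO wells for no effect and DMSO wells without LPI for full effect; some results filed as inactive read as strong as hits; confirmed hits need IC50 under 10 µM and bright autofluorescent wells are also inconclusive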
NTR1 agonist: agonists of NTR1, primary screen, imaging, U2OS cells, beta-arrestin-GFP, high content (AID 493036); hit rate 0.17% among 330,000; activation, % at 20 µM; NTR1-U2OS beta-arrestin-GFP spot imaging, agonist mode; Neurotensin receptor type 1 (Homo sapiens), P30989;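 active = activation at or above 40% of the spot to cytoplasm intensity ratio, with at least 20 cells analyzed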;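 note: 0% = DMSO without peptide and 100% = 100 nM NTR1 peptide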
Target sequence (P30989 whole entry, looked up): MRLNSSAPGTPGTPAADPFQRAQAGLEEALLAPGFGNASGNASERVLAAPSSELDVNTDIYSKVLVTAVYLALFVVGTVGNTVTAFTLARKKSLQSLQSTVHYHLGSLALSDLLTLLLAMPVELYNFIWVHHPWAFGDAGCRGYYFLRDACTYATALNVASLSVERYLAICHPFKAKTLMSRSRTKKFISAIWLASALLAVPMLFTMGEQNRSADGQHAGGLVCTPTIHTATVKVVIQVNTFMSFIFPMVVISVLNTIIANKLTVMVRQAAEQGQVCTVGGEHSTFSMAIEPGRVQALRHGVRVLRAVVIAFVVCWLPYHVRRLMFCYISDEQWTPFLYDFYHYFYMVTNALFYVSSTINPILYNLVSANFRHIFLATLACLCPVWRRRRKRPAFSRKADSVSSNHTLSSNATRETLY
AID2073: inhibitors of Mint1-CaV2.2 protein interaction, biochemical, HTRF (AID 2073) | hit rate 0.19% among 290,000 | Voltage-dependent N-type calcium channel subunit alpha-1B (Homo sapiens) | HTRF protein-protein interaction, Mint1-CaV2.2; higher % means a stronger effect | one-dose inhibition, % at 20 µM; IC50 in µM for titrated hits; in the data active = inhibition mostly above about 51%, no sharp cut-off; note: some results filed as inactive read as strong as hits
GPR55 activation: GPR55 agonists via beta-arrestin recruitment, primary screen, imaging, U2OS cells, beta-arrestin-GFP redistribution (AID 1961). U2OS GPR55 beta-arrestin-GFP redistribution imaging; higher % means a stronger effect. activation, % at 10 µM; hits with a dose series show EC50 in µM. hit rate 0.048% among 290,000;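 active = activation above 40% with more than 50 cells counted in the well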;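 note: U2OS osteosarcoma cells stably expressing GPR55 and beta-arrestin-GFP; plate controls were DMSO negative control for no effect and LPI positive control for full effect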
HIV fusion peptide: inhibitors of HIV fusion peptide binding, primary screen, biochemical, uHTS, fluorescence dequenching (AID 1986) | cell-free peptide binding, fluorescence dequenching, 30 min; higher % means a stronger effect | one-dose inhibition, % at 20 µM; IC50 in µM for titrated hits | hit rate 0.3% among 290,000; in the data active = inhibition mostly above about 52%, no sharp cut-off; inactive = mostly below about 76%; note: some results filed as inactive read as strong as hits
GPR35 antagonists: GPR35 antagonists blocking zaprinast-driven arrestin recruitment, primary screen, imaging, U2OS, beta-arrestin-GFP, zaprinast agonist (AID 2058); U2OS GPR35 beta-arrestin-GFP translocation imaging, zaprinast antagonism; higher % means a stronger effect; inhibition, % at 10 µM, or IC50 in µM where a hit was titrated; hit rate 0.052% among 290,000;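 active = inhibition of at least 50% with at least 30 cells and total cytoplasm GFP at most 10,000,000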
SIAH1 antagonists: Siah-1 peptide-binding antagonists, primary screen, biochemical, fluorescence polarization, rhodamine-plectin, uHTS (AID 1817); E3 ubiquitin-protein ligase SIAH1 (Homo sapiens); Siah-1 / rhodamine-plectin peptide fluorescence polarization; higher % means a stronger effect; displacement, % at 20 µM, or IC50 in µM where a hit was titrated; hit rate 0.02% among 290,000;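 active = displacement of at least 50% at 20 µM, with a fluorescence ratio check between 0.3 and a set limit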;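 note: plate controls were Siah plus tracer with DMSO for no effect and tracer alone without Siah for full effect; strong numbers were not always called active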
K1F lysis inhibition: inhibition of K1F phage lysis, E. coli UTI89, bacterial capsule biogenesis inhibitors, alamar blue (AID 488966); E. coli UTI89 K1F phage lysis, alamar blue, 2 h; higher % means a stronger effect; one-dose inhibition, % at 100 µM; IC50 in µM for titrated hits; hit rate 0.02% among 340,000;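 active = phage lysis inhibition, versus mean bacterial control, above a set limit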;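 note: capsule biogenesis inhibitors block K1F phage lysis so surviving cells raise fluorescence; higher fluorescence means more inhibition of phage lysis; actives were called in the ten point dose series up to 300 µM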
NTR1 agonist cell count 20 µM: also measured in NTR1 agonist; calls as there; cell count; measured here: cell count, cytotoxicity flag
Dengue-2 NS5 capping pilot replicate: also measured in Dengue-2 NS5 capping; calls as there; inhibition, %; measured here: pilot screen replicate inhibition
* = called active by the depositor; . = not tested or not shown; [ ] = dose if it differs, or a comment. Compounds were not picked by outcome. Share with any hit: about 1.2%.

Preview, 4 compounds:
SMILES	Dengue-2 NS5 capping	GPR55 antagonists	NTR1 agonist	NTR1 agonist cell count 20 µM	AID2073	GPR55 activation	HIV fusion peptide	GPR35 antagonists	SIAH1 antagonists	K1F lysis inhibition	others
CCC(=O)N1CCc2cc(S(=O)(=O)N3CCN(c4cc(C)ccc4C)CC3)ccc21	0.9%	-14.1%	-0.3	71	18.4%	0.0%	-0.9%	-14.1%	0.4%	-0.1%
Cc1nnc(NC(=O)CSc2nnc(CNC(=O)c3ccc(F)cc3)o2)s1	-4.5%	-0.1%	-1.4	50	-6.8%	-0.1%	-1.8%	0.0%	-0.3%	0.2%
CCN(CC)S(=O)(=O)c1ccc(-c2csc(C)n2)cc1	-5.4%	10.1%	-0.6	38	-6.6%	0.7%	1.9%	-8.3%	6.5%	-0.2%
O=c1[nH]cnc2sc3c(c12)CCC3	-6.2%	-6.0%	2.1	69	4.6%	0.0%	-0.8%	-10.4%	6.8%	-1.4%[50 µM]

Main list (from the top)
SMILES	Dengue-2 NS5 capping	GPR55 antagonists	NTR1 agonist	NTR1 agonist cell count 20 µM	AID2073	GPR55 activation	HIV fusion peptide	GPR35 antagonists	SIAH1 antagonists	K1F lysis inhibition	others
CCC(=O)N1CCc2cc(S(=O)(=O)N3CCN(c4cc(C)ccc4C)CC3)ccc21	0.9%	-14.1%	-0.3	71	18.4%	0.0%	-0.9%	-14.1%	0.4%	-0.1%
Cc1nnc(NC(=O)CSc2nnc(CNC(=O)c3ccc(F)cc3)o2)s1	-4.5%	-0.1%	-1.4	50	-6.8%	-0.1%	-1.8%	0.0%	-0.3%	0.2%
CCN(CC)S(=O)(=O)c1ccc(-c2csc(C)n2)cc1	-5.4%	10.1%	-0.6	38	-6.6%	0.7%	1.9%	-8.3%	6.5%	-0.2%
O=c1[nH]cnc2sc3c(c12)CCC3	-6.2%	-6.0%	2.1	69	4.6%	0.0%	-0.8%	-10.4%	6.8%	-1.4%[50 µM]
Cc1cccc2cc(CN(Cc3cccs3)C(=S)NCc3ccco3)c(=O)[nH]c12	-4.8%	15.2%	8.8	60	-4.4%	-0.2%	4.7%	-22.8%	-0.5%	6.4%
COc1cc(OC)c(C(=O)NC2CCCc3ccccc32)cc1OC (stereo unspecified)	-4.4%	-5.9%	1.7	67	-2.8%	0.2%	0.3%	0.4%	5.3%	-1.4%
CCc1ccc(/C=N/NC(=O)c2cc(-c3cccc([N+](=O)[O-])c3)n[nH]2)cc1	-16.3%	-6.2%	3.6	49	-7.6%	-0.1%	-2.2%	27.0%	11.7%	5.1%
Cc1c(C(=O)OCC(=O)N(C)C2CCS(=O)(=O)C2)oc2ccc(Br)cc12 (stereo unspecified)	4.6%	9.3%	1.7	68	-3.1%	0.8%	-1.4%	-1.8%	-5.3%	0.1%
CCN1CCN(S(=O)(=O)c2ccc(Cl)c(C(=O)NC(C)(C)C)c2)CC1	1.5%	-4.6%	0.1	55	-2.2%	-0.5%	2.2%	-18.2%	2.0%	0.1%
O=C1C2CC=CCC2C(=O)N1c1cccc(OS(=O)(=O)c2ccc3ccccc3c2)c1 (stereo unspecified)	-2.0%	-5.2%	5.8	58	1.4%	-0.1%	0.3%	2.8%	-0.7%	0.7%	Dengue-2 NS5 capping pilot replicate=-0.2
COC(=O)c1ccc(/C=C2\CCn3c2nc2cc(C(=O)O)ccc2c3=O)cc1	-4.6%	-18.1%	-0.9	82	22.5%	-0.3%	7.8%	9.5%	4.3%	0.2%
Nc1nc(SCC(=O)N2CCCCC2)[nH]c(=O)c1NC(=O)c1ccccc1F	-0.7%	-3.3%	-0.2	56	-7.7%	-0.2%	-1.8%	-6.5%	3.5%	-0.1%
Cc1ccc(-c2nnc(N3CCCCC3)c3ccccc23)cc1S(=O)(=O)NCC1CCCO1 (stereo unspecified)	0.0%	14.1%	5.2	60	8.1%	-0.1%	-0.9%	-18.2%	0.5%	-1.1%
CCc1c(C)nc2cc(-c3ccc(OC)cc3)[nH]n2c1=O	4.8%	-0.2%	-0.4	75	0.5%	-0.4%	-1.3%	3.3%	3.3%	-0.2%
CCOC(=O)c1ccc(N2C(=O)c3cccc4c(C(=O)O)ccc(c34)C2=O)cc1	4.8%	-24.9%	-0.7	48	3.8%	-0.1%	1.8%	-18.6%	1.3%	0.1%
CCCNC(=O)c1nnsc1Sc1ccc(Cl)cc1	0.7%	-10.7%	2.5	40	-16.2%	0.2%	-2.8%	-9.9%	3.8%	0.6%
CSc1ccc(C(=O)C2CCCN(C(=O)c3ccsc3)C2)cc1 (stereo unspecified)	4.0%	-4.3%	2.9	57	29.8%	-0.1%	-1.6%	22.3%	-7.6%	0.1%
Cc1cc(C)cc(NC(=O)CCC(=O)Nc2cc(C)on2)c1	-2.4%	-1.7%	-1.0	50	12.3%	0.1%	1.7%	1.5%	-1.2%	-0.1%
CCCCCOC(=O)Cn1c(N2CCOCC2)nc2c1c(=O)[nH]c(=O)n2C	14.5%	11.4%	-1.1	37	1.7%	-0.2%	2.3%	4.0%	-1.7%	0.3%
Cn1c(CNC(=O)Nc2ccccc2)nnc1SCc1ccccc1	-12.2%	10.2%	-1.8	82	-1.1%	-0.1%	-2.8%	1.2%	1.6%	3.5%
O=C(Nc1cccnc1)c1cc(F)cc(F)c1	-6.9%	5.2%	-0.2	66	6.1%	-0.1%	1.1%	-3.7%	0.7%	0.7%
COc1cc2c(cc1NC(=O)CN(C)Cc1nc3ccccc3c(=O)[nH]1)oc1ccccc12	0.8%	-14.8%	2.9	96	12.8%	-0.2%	0.0%	-14.9%	3.8%	-0.3%
CC(C)c1ccc2oc(-c3ccc(N)cc3)nc2c1	-5.4%	14.1%	16.9	75	6.6%	-0.2%	3.6%	-3.5%	-2.1%	-0.7%	Dengue-2 NS5 capping pilot replicate=-0.3
CCOCC(=O)Nc1ccc(Br)c(C)c1	.	-1.4%	2.1	52	-2.2%	-0.1%	2.0%	7.7%	3.3%	.
Cc1ccc(Oc2nn[nH]n2)cc1	-11.2%	0.1%	-1.1	59	4.6%	0.2%	1.0%	7.4%	1.0%	0.7%
New compounds follow.
SMILES	Dengue-2 NS5 capping	GPR55 antagonists	NTR1 agonist	NTR1 agonist cell count 20 µM	AID2073	GPR55 activation	HIV fusion peptide	GPR35 antagonists	SIAH1 antagonists	K1F lysis inhibition	others
CC1(C)CCc2cc(CN3CCN(c4ccccn4)CC3)ccc2O1	-1.3%	10.4%	-0.6	53	10.9%	-0.1%	-0.6%	-11.0%	9.7%	-0.2%
CCN(Cc1ccccc1)C(=O)c1ccc(Cl)cc1[N+](=O)[O-]	-8.6%	6.8%	-1.1	30	-6.2%	0.1%	0.2%	1.7%	2.9%	0.0%
CCc1sc(C(=O)N2CCN(c3ncccn3)CC2)cc1Br	-5.8%	16.0%	0.4	74	14.4%	0.0%	-1.0%	7.9%	7.2%	1.3%[50 µM]
CNC(=O)c1ccsc1NC(=O)c1ccccc1	0.7%	0.9%	-2.2	43	8.7%	-0.1%	-1.3%	-1.7%	-0.9%	0.7%
Cc1ccccc1S(=O)(=O)Cc1ccc(C(=O)NCc2cccnc2)o1	-2.6%	1.4%	2.8	74	-5.1%	-0.1%	-2.7%	-1.3%	-6.7%	0.1%
O=C(CCS(=O)(=O)c1ccccc1)Nc1nnc(C(F)(F)F)s1	-3.6%	1.0%	-0.2	43	12.9%	-0.1%	1.5%	-17.4%	14.3%	-0.4%
C=C(C)CN(CC)C(=O)CN1C(=O)NC(C)(c2ccc3ccccc3c2)C1=O (stereo unspecified)	7.3%	1.3%	-0.8	92	3.9%	-0.3%	-0.5%	-4.2%	-0.9%	-0.1%
O=C(CN1CCN(C(=O)C2CCCO2)CC1)Nc1ccc(F)cc1 (stereo unspecified)	2.6%	8.7%	-0.9	73	5.1%	-0.1%	-0.4%	6.0%	-0.7%	1.5%[50 µM]
O=C(Nc1ccc(Cl)cc1)N1CCSc2ccccc21	-4.1%	-15.9%	-4.9	86	-17.2%	-0.1%	-2.2%	6.6%	-6.2%	0.2%	Dengue-2 NS5 capping pilot replicate=-0.3
O=C(Nc1cccc([N+](=O)[O-])c1)C1COc2ccccc2O1 (stereo unspecified)	-4.6%	0.0%	-1.4	43	0.4%	0.3%	0.2%	2.5%	1.8%	-0.1%	Dengue-2 NS5 capping pilot replicate=-3.7
O=C(NC1CC1)c1ccc(CS(=O)(=O)c2c(Cl)cccc2Cl)o1	0.7%	4.4%	-0.4	48	10.0%	-0.1%	-0.7%	-7.7%	-5.6%	1.2%
OC(CNCc1ccccc1Cl)COc1ccc(F)cc1 (stereo unspecified)	-8.3%	3.8%	0.4	34	30.5%	-0.3%	0.5%	1.1%	1.3%	-0.1%
CSc1ncccc1C(=O)N1CCCC(N2CCN(c3ccccc3F)CC2)C1 (stereo unspecified)	2.0%	15.1%	1.5	77	-9.2%	-0.1%	0.5%	7.1%	2.3%	1.6%[50 µM]
CCC(CC)NC(=O)C1CCN(S(=O)(=O)c2cccs2)CC1	-2.1%	2.8%	0.2	52	23.5%	0.0%	0.4%	-10.3%	-4.2%	1.1%	Dengue-2 NS5 capping pilot replicate=1.2
CN/S(=N/S(=O)(=O)c1ccccc1)c1ccc(C)cc1 (stereo unspecified)	-5.5%	7.4%	3.2	42	-4.8%	-0.1%	-1.2%	7.6%	2.8%	-0.5%[50 µM]

Compound activity as filed in PubChem.
